# PGC1a acetyl inh: modulators of PGC1a acetylation; 0.17% of 350,000 active; U2OS PGC1a acetylation, AlphaScreen anti-acetyl-lysine; with virally co-expressed GCN5 acetyltransferase; inhibition, % at 15.6 µM;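 active = every replicate shows inhibition of at least 40%; inconclusive = mean inhibition at least 40% but some replicate below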;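 note: 0% = neutral control wells and 100% = positive control wells; some results beyond the cut were filed as inactive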
# miR122 inh: blocks miR-122 activity in Huh7 sensor cells; Huh7 miR-122 Renilla luciferase sensor, 48 h; neutral wells = 0, positive control = 100; activation (reporter increase), % at 12.5 µM; 0.3% of 340,000 active;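 active = mean replicate activation score at least 90 and every replicate individually at or above 90; inconclusive = only one of the two criteria met; inactive = neither criterion met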;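 note: higher luciferase means less miR-122 activity so hits act as miR-122 inhibitors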
# EWS-Fli inh: blocks EWS/Fli oncoprotein-driven transcription | A673 NR0B1-luciferase reporter, viability-normalised | inhibition, % at 12.6 µM | 0.67% of 350,000 active;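 active = mean inhibition of at least 50% after viability correction, with every replicate also passing that limit; inconclusive = mean reaches 50% but only one of two replicates passes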;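 note: firefly luciferase signal divided by Alamar Blue viability fluorescence both relative to DMSO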
# LGR2 antag: inhibitors of bursicon-induced Drosophila LGR2 receptor cAMP signaling | HEK293 LGR2, CRE-luciferase, bursicon-stimulated, 4 h | inhibition, % at 9.99 µM | 0.35% of 380,000 active | AID 720647;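 active = drop in luminescence signal, shown as inhibition above about 50% in the replicate tests, limit read from the data, passing the limit was not always enough; inconclusive = probably only some replicates passing the limit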;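 note: agonist challenge used bursicon conditioned medium at about half maximal strength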
# FN deposition inh: fibronectin deposition inhibition; AH1F fibroblasts, Alexa488-fibronectin deposition fluorescence, overnight; inhibition, % at 12.6 µM; 0.086% of 350,000 active;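 active = mean inhibition across replicates of 30% or more, regardless of how many single replicates reach that level; inconclusive = mean under 30% yet at least half of replicates reach 30%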;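 note: positive control wells lacked labelled fibronectin entirely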
#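 Assay system: AH1F fibroblasts assembling fluorescent fibronectin matrix; Amount: 10000 AH1F cells per well; Buffer or medium: DMEM, 2% serum; Probe or stimulus: Alexa488-fibronectin, 24 nM final in well; Doses: single compound dose, delivered by pin transfer; Incubation: 1 h adhesion, overnight exposure; Measured by: fluorescence 485/525 nm; Read-out: fibronectin deposition inhibition.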
# Cneo AK release: causes C. neoformans cell lysis; adenylate kinase release luminescence, 4 h; normalised: neutral wells 0, clomiphene wells 100; AID 651654; lysis activity, % at 15 µM; 0.2% of 360,000 active;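 active = mean lysis activity across replicates of at least 80%, whatever share of replicates individually reach that level; inactive = mean lysis activity below 80%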
#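 Schedule: static 4 h at 37 °C with compound, 1 h detection; system: C. neoformans cells; benchmarks: Clomiphene as positive control; buffer or medium: fresh YPD medium; measure: luminescence rise reflecting yeast cell lysis; measured by: luminescent adenylate kinase detection reagent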
# Casp6 inh: inhibitors of human caspase-6. P55212. purified caspase-6, Z-VEID-R110 cleavage fluorescence. inhibition, % at 12.5 µM. 0.53% of 350,000 active;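 active = mean inhibition across replicates at least about 35%, with every replicate also reaching that limit, limit read from the data; inconclusive = only one of the two criteria met; inactive = neither criterion met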;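 note: 0% = median of neutral control wells and 100% = no fluorescence left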
# Target sequence (P55212 24-179 limits assumed): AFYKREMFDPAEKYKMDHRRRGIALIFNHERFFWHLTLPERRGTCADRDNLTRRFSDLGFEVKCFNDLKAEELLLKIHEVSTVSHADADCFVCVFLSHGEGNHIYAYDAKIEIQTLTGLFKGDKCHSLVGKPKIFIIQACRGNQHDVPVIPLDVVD
# Target sequence (P55212 194-293 limits assumed): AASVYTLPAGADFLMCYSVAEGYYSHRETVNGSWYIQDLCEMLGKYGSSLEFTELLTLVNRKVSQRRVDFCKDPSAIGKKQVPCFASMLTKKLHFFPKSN
# PAX8 reporter: lowers PAX8-driven luciferase in RMG-I cells | RMG-I TPO-luciferase reporter, SteadyGlo, 24 h | inhibition, % at 12.6 µM | 1.2% of 360,000 active | AID 652154;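 active = mean replicate inhibition at least 60% with every replicate also reaching 60%; inconclusive = only one of the two criteria is met; inactive = mean below 60% and not all replicates reaching 60%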;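 note: luciferase light reporting Pax8 driven TPO promoter activity; plate controls were median of neutral control wells for no effect and mitoxantrone controls for full effect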
# * = called active by the depositor; ? = inconclusive; . = no result given; & = joins results of further samples; [ ] = another dose, or the depositor's remark.
SMILES,PGC1a acetyl inh,miR122 inh,EWS-Fli inh,LGR2 antag,FN deposition inh,Cneo AK release,Casp6 inh,PAX8 reporter
COc1cccc(C#Cc2cnc3c(c2)C(=O)N([C@H](C)CO)C[C@H](C)[C@@H](CN(C)C(=O)C2CCC2)O3)c1,-27,-4[16.7 µM],-3,5,.,3,0,-22
O=C(CN1CCCCC1)N1CCN(S(=O)(=O)c2ccccc2)C1,.,0,3,-26,-4,5,6,-15
CCCc1nc2ccccc2c(C(=O)OCC(=O)N2CCc3ccccc32)c1CC,.,-4,-2,-7,3,-1,-3,37
C=C(C)CSc1nc2ccccc2c(=O)n1-c1c(C)n(C)n(-c2ccccc2)c1=O,-27,-3,7,6,1,.,2,30
C[C@@H]1CN([C@@H](C)CO)C(=O)Cc2cc(NC(=O)CCC(F)(F)F)ccc2O[C@@H]1CN(C)Cc1ccc(C(=O)O)cc1,2,6[16.7 µM],-6,-5,.,1,-1,1
COc1cccc(N2CC(C(=O)Nc3nnc(SCC(=O)NC4CCCC4)s3)CC2=O)c1 (stereo unspecified),3,3,.,3,6,4,1,-4
COc1cccc(C(=O)Nc2ccc3c(c2)C(=O)N(C)[C@H]2CC[C@H](CC(=O)N[C@@H](C)c4ccccc4)O[C@H]2CO3)c1,1,-16[16.7 µM],1,11,7,-1,1,-12
O=C(C[C@H]1C=C[C@H](NC(=O)Nc2ccc3c(c2)OCO3)[C@H](CO)O1)NCc1ccc(Cl)cc1,.,.,-14,-15,.,21,-4,-13
CCCNC(=O)Nc1ccc2c(c1)OC[C@H](C)N(S(C)(=O)=O)C[C@@H](C)[C@H](OC)CN(C)C2=O,8,.,.,-14,-5,.,1,8
C[C@@H]1CCCCO[C@@H](CN(C)Cc2ccc(C(F)(F)F)cc2)[C@H](C)CN([C@H](C)CO)C(=O)c2cc(NS(=O)(=O)c3ccc(Cl)cc3)ccc2O1,8,-15[16.7 µM],26,18,-12,9,0,103*
CCN(CCCNC(=O)CC(C(=O)N1CCc2ccccc21)n1ccnc1)c1ccccc1 (stereo unspecified),-2,2,.,-5,1,0,.,.
CCN1CCC(CN2CCNC2=S)CC1,3,-2,-8,-25,-7,0,-2,11
CCCc1ccc2oc(C(=O)N3CCC(O)CC3)c(C)c2c1,-6,.,.,-31,-1,1,2,-99
COC(=O)C(C(=O)Nc1cccc(C)n1)C1CCCCCC1 (stereo unspecified),-7,0,.,26,.,0,.,.
CC1CCN(S(=O)(=O)c2cccc(C(=O)N3CCN(c4ccc(F)cc4)CC3)c2)CC1,.,8,8,1,2,-4,1,17
COCC(=O)Nc1ccc2c(c1)[C@@H]1C[C@H](CC(=O)NCCc3ccccc3)O[C@H](CO)[C@@H]1O2,-10,-2[16.7 µM],-10,-1,7,-2,-3,9
CC1CC(C)CN(C(=O)COC(=O)c2cc(S(=O)(=O)N3CCOCC3)ccc2F)C1 (stereo unspecified),8,-6,2,11,-9,0,5,-1
COc1ccc(-c2cc(C(F)F)n3ncc(C(=O)Nc4c(C)n(C)n(-c5ccccc5)c4=O)c3n2)cc1,1,0,-2,11,6,0,-2,-5
C/C(CCc1ccccc1)=N\NC(=O)c1ccc(CN2CCOCC2)cc1,.,.,-4,.,15,.,2,-1
CCCCC1CC2=C(C(=O)OC(C)(C)O2)C(c2cccc3ccccc23)O1 (stereo unspecified),-26,8,15,19,2,0,-6,-2

# In the list so far, two have an aryl thioether with sulfur outside any ring.
SMILES,PGC1a acetyl inh,miR122 inh,EWS-Fli inh,LGR2 antag,FN deposition inh,Cneo AK release,Casp6 inh,PAX8 reporter
C=C(C)CSc1nc2ccccc2c(=O)n1-c1c(C)n(C)n(-c2ccccc2)c1=O,-27,-3,7,6,1,.,2,30
COc1cccc(N2CC(C(=O)Nc3nnc(SCC(=O)NC4CCCC4)s3)CC2=O)c1 (stereo unspecified),3,3,.,3,6,4,1,-4

# The main list resumes; the 2 compounds before the break are reprinted first.
SMILES,PGC1a acetyl inh,miR122 inh,EWS-Fli inh,LGR2 antag,FN deposition inh,Cneo AK release,Casp6 inh,PAX8 reporter
C/C(CCc1ccccc1)=N\NC(=O)c1ccc(CN2CCOCC2)cc1,.,.,-4,.,15,.,2,-1
CCCCC1CC2=C(C(=O)OC(C)(C)O2)C(c2cccc3ccccc23)O1 (stereo unspecified),-26,8,15,19,2,0,-6,-2
CCCNC(=O)Nc1nc(C(N)c2ccc(OC)cc2)cs1 (stereo unspecified),.,1,7,8,-7,-1,3,0
O=C(NCc1ccccc1)C(c1ccc(-c2ccccc2)cc1)N1CCN(C(=O)C2CCCO2)CC1 (stereo unspecified),.,.,8,-11,-1,.,0,-9
COCC(=O)Nc1ccc2c(c1)C(=O)N(C)C[C@H](OC)[C@@H](C)CN(C(=O)c1ccccc1F)[C@@H](C)CO2,-5,0[16.7 µM],-4,-10,4,-4,-1,12
Cn1c(=O)c(=O)n(C)c2cc(S(=O)(=O)CCC(=O)Nc3ccc(F)cc3)ccc21,-4,-4,3,1,-2,-1,-2,21
COc1ccc(/C(C)=N/OCC(=O)Nc2nc3ccccc3s2)cc1OC,-2,-7,-15,-5,1,-1,3,19
COCCN(Cc1ccccc1)C(=O)c1cc(S(=O)(=O)N2CCCCCC2)ccc1OC,.,.,0,21,4,.,-105,-7
C[C@@H]1CCCCO[C@H](CN(C)C(=O)Cc2ccccc2)[C@@H](C)CN([C@@H](C)CO)C(=O)c2cc(N(C)C)ccc2O1,-5,-4[16.7 µM],0,-2,.,-2,-3,5
CC(=O)Nc1cccc(-c2ccnc3c2CC(C)(C(=O)NCc2ccco2)O3)c1 (stereo unspecified),.,28,47,4,6,-1,0,11
CCOC(=O)C1=CC[C@@H](c2cccc(C)c2)N(S(=O)(=O)c2ccc(C)cc2)[C@H]1C(=O)OCC,-10,1,13,-5,-6,-1,2,4
CC(=O)c1ccc(N(CC(=O)NC2CCCC2)C(=O)CNC(=O)c2ccco2)cc1,.,1,.,-6,4,0,3,-16
COC(=O)c1ccc(OCc2cc(=O)n3ccsc3n2)cc1,.,.,-4,.,4,.,-4,-34
O=C(C[C@@H]1CC[C@@H]2[C@H](COC[C@@H](O)CN2S(=O)(=O)c2ccccc2)O1)N1CCOCC1,0,4[16.7 µM],7,6,-1,-2,1,16
CCOC(=O)C1=C(C)NC(C)=C(C(=O)OC)C1c1cccc(Cl)c1Cl (stereo unspecified),-10,4,-23,3,4&-4,2,0,20
O=C(C[C@H]1CC[C@@H]2[C@H](COC[C@H](O)CN2CCC(F)(F)F)O1)NCC1CC1,0,8[16.7 µM],-3,2,-3,-1,1,2
Cc1c(Cl)cccc1NC(=S)N(CCN(C)C)C(C)c1ccccn1 (stereo unspecified),-4,4,6,-6,6,7,-7,14
COC(=O)C[C@H]1CC[C@H]2[C@@H](COc3ccc(NC(=O)Nc4cccc(C#N)c4)cc3C(=O)N2C)O1,1,.,-2,7,-6,.,0,.
O=C([C@H]1[C@H](CO)[C@H]2Cn3c(cccc3=O)[C@@H]1N2)N1CCc2ccccc2C1,.,.,2,22,13,-4,-2,.
O=C(CNC(=O)c1ccc(Cl)cc1Cl)OCC(=O)N1CCCC1=O,.,.,0,-7,2,.,0,-12
C[C@H]1CN([C@@H](C)CO)C(=O)c2cc(NC(=O)C3CCCCC3)ccc2O[C@H]1CN(C)CC1CCCCC1,-4&-7,-1[16.7 µM],-8&2,16&1,-12&2,-1&-1,-1&-1,11
CCOC(=O)C1CCCN(CCC(=O)Nc2cc(C)cc(C)c2)C1 (stereo unspecified),.,.,-9,3,-6,.,-2,17
C[C@@H]1CCCCO[C@@H](CN(C)S(C)(=O)=O)[C@H](C)CN([C@@H](C)CO)C(=O)c2cc(NC(=O)Cc3ccccc3)ccc2O1,-13,3[16.7 µM],-3,1,.,0,-5,5
CC(=O)c1ccc(NC(=O)CSc2nnc(NC(=O)C3CC3)s2)cc1,20,-3,-4,-2,-11,0,0,.
O=c1c2c3c(sc2n2c(=S)[nH]nc2n1-c1ccccc1)CCC3,-8,9,-13,3,-6,1,1,3
Cn1c(=O)c2c(ncn2CC(=O)Nc2ccc(N3CCOCC3)cc2)n(C)c1=O,8,1,.,.,-5,0,.,-13
Cc1ccc(CN2CCN(/N=C/c3ccc(O)c(O)c3)CC2)cc1,4,-4,44,6,-2,1,15,52
O=C(N[C@@H]1CC[C@@H](CCn2cc(C3(O)CCCC3)nn2)O[C@H]1CO)c1ccccc1F,2,-6[16.7 µM],-6,16,1,2,3,-7
O=C(C1CCC1)N1CC(=O)N2[C@H](CO)[C@@H](c3ccc(C#Cc4cccc(F)c4)cc3)[C@H]2C1,-16,.,7,-5,16,.,.,-13
NC(=O)c1c(N)sc(=S)n1CC1CCCO1 (stereo unspecified),-1,-2,.,.,6,-2,.,-6
C[C@@H]1CN([C@@H](C)CO)C(=O)c2cc(-c3ccccc3)cnc2O[C@@H]1CN(C)C(=O)Cc1ccccn1,11,3[16.7 µM],-13,-17,-30,-1,-2,.
C[C@H]1CN([C@@H](C)CO)C(=O)Cc2cc(NC(=O)Nc3ccc(C(F)(F)F)cc3)ccc2O[C@@H]1CN(C)C,5,11[16.7 µM],3,1,.,-2,-5,8
CCc1cccc(CC)c1NC(=O)COC(=O)c1cccc(-c2ccc(OC(C)=O)cc2)c1,.,.,6,-2,-2,.,2,-3
Cc1cccc(N2CC(C(=O)Nc3ccccc3N3CCCC3)CC2=O)c1C (stereo unspecified),.,.,-1,4,.,.,10,-2
Cc1cc(F)cc(-c2cc(C(=O)NCc3ccccc3)[nH]n2)c1,?,1,-24,-16,-1,5,-5,-7
Cc1ccc2[nH]cc(S(=O)(=O)c3ccc(F)cc3)c(=O)c2c1,.,.,5,12,4,.,8,12
O=C(O)c1ccccc1/C=N/NC(=O)C1CCCC1,-1,-4,-11,-1,4,0,1,11
CCCCOc1ccc(SCCCN2CCOCC2)cc1,6,5,2,-45,-14,.,-3,3
O=C(C[C@H]1CC[C@H](NC(=O)CN2CCOCC2)[C@@H](CO)O1)NC1CCC1,-3,.,-4,5,-5,-2,0,-11
O=C(C1CCC1)N1CCCCN2[C@H](C1)[C@H](c1ccc(-c3cccc(F)c3)cc1)[C@@H]2CO,7,-3[16.7 µM],-3,.,.,1,-4,-23
O=C(c1cccc(S(=O)(=O)N2CCOCC2)c1)N1CCN(c2ccccc2)CC1,.,.,-2,-7,7,1,-2,-8
COCC(=O)Nc1ccc2c(c1)[C@@H]1C[C@H](CC(=O)N3CCOCC3)O[C@@H](CO)[C@@H]1O2,0,-4[16.7 µM],-5,0,2,-6,0,13
CC(C)c1ccc(S(=O)(=O)Nc2ccc(-n3cnnn3)cc2)cc1,-5,103*,2,-6,-5,-1,7,26
CN(CC(=O)Nc1cccc(F)c1)C(=O)c1cccc(S(=O)(=O)N2CCN(Cc3ccccc3)CC2)c1,.,-10,19,-4,3,0,-252,37
CCCOc1cc(C)c(S(=O)(=O)NC2CC(C)(C)NC(C)(C)C2)cc1C,.,26,.,-14,8,.,.,-18
CC(C)(C)S(=O)N1Cc2cc(C(=O)N3CCOCC3)nc(-c3cccc(Br)c3)c2[C@H]1CCO (stereo partly specified),-10,-3,12,-15,-5,3,13,-7
C/C(CC(=O)Nc1ccc(OCc2ccccc2)cc1)=N\NC(=O)C(=O)Nc1cccc(C)c1,.,-1,.,-8,-2,-3,.,-26
O=C(Nc1ccc2c(c1)OCO2)N[C@@H]1CC[C@@H](CCNC(=O)C2CCCCC2)O[C@@H]1CO,0,.,-3,4,.,-1,2,-5
